# Screens (PubChem BioAssay)
# ATG4B inhibitor: blocks human ATG4B protease cleavage of LC3 substrate | Q9Y4P1 | ATG4B cleavage of LC3-PLA2, NBD-HPC fluorescence, 1 h | inhibition, % at 8.33 µM | 340,000 compounds, 0.51% hits | AID 504462; in the data active = inhibition above about 40%
# tim10-1 inh: inhibits growth of tim10-1 mutant yeast; S. cerevisiae tim10-1 ts strain growth, BacTiter-Glo, 24 h; inhibition, % at 20 µM; 330,000 compounds, 2.2% hits; AID 463190;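 active = inhibition of at least 40%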;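 also: mutant grown at 25 °C; 0% = DMSO wells with yeast and 100% = wells holding no yeast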
# NALP3 yeast inh: blocks the NALP3 inflammasome reconstituted in yeast; inhibition, % at 10 µM; 330,000 compounds, 0.39% hits; Yeast reconstituted NLRP3/ASC/caspase-1, beta-gal luminescence, 24 h;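 active = inhibition of 50% or more; inactive = inhibition below 50%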;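 also: plate controls were induced DMSO wells for no effect and uninduced yeast grown without galactose for full effect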
# mIAP activ: mouse IAP activation; muIAP, CDP-Star luminescence, 30 min; active compounds read high; 1 = vehicle-only enzyme signal, 0 = enzyme-free wells; AID 2805; activation factor at 10 µM; 330,000 compounds, 0.24% hits;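 active = activation factor of at least 2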; also: the source names both 10 and 20 µM as test concentration; values of inactives mirror those of a sister screen read the other way
#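 Assay system: mouse IAP enzyme; Reagent: CDP-Star chemiluminescent phosphatase substrate; Compound: DMSO-dissolved test compounds; Incubation: 30 min, room temperature; Technique: luminescence from enzymatic CDP-Star hydrolysis; Controls: DMSO-only wells and no-enzyme negative control.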
# hIAP act: increases human intestinal alkaline phosphatase activity | P09923 | purified human IAP, CDP-Star luminescence, 30 min; active compounds read high; 1 = vehicle-only enzyme, 0 = enzyme-free background | activation factor at 10 µM | 330,000 compounds, 0.16% hits | AID 2524;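 active = activation factor of the enzyme at least 2-fold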; also: the source names both 10 and 20 µM as test concentration; values of inactives mirror those of a sister screen read the other way
# hIAP block: human IAP inhibition; purified IAP, CDP-Star luminescence, 30 min; inhibition, % at 10 µM; 330,000 compounds, 0.12% hits;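 active = inhibition reaching a set limit with compound at 10 µM in the primary screen, cut at about 35% in these data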;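 also: plate controls were DMSO wells with enzyme for no effect and no-enzyme buffer wells for full effect; values of inactives mirror those of a sister screen read the other way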
# Apaf-1 inh: blocks human Apaf-1 apoptosome activity; 330,000 compounds, 0.71% hits; AID 489030; inhibition, % at 20 µM; reconstituted apoptosome caspase-3 activity, DEVD-Rh110 fluorescence; O14727; active = inhibition of at least 40% at 20 µM;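 also: plate controls were DMSO wells for no effect and DEVD-CHO caspase inhibitor wells for full effect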
# Target sequence (O14727 whole entry, looked up): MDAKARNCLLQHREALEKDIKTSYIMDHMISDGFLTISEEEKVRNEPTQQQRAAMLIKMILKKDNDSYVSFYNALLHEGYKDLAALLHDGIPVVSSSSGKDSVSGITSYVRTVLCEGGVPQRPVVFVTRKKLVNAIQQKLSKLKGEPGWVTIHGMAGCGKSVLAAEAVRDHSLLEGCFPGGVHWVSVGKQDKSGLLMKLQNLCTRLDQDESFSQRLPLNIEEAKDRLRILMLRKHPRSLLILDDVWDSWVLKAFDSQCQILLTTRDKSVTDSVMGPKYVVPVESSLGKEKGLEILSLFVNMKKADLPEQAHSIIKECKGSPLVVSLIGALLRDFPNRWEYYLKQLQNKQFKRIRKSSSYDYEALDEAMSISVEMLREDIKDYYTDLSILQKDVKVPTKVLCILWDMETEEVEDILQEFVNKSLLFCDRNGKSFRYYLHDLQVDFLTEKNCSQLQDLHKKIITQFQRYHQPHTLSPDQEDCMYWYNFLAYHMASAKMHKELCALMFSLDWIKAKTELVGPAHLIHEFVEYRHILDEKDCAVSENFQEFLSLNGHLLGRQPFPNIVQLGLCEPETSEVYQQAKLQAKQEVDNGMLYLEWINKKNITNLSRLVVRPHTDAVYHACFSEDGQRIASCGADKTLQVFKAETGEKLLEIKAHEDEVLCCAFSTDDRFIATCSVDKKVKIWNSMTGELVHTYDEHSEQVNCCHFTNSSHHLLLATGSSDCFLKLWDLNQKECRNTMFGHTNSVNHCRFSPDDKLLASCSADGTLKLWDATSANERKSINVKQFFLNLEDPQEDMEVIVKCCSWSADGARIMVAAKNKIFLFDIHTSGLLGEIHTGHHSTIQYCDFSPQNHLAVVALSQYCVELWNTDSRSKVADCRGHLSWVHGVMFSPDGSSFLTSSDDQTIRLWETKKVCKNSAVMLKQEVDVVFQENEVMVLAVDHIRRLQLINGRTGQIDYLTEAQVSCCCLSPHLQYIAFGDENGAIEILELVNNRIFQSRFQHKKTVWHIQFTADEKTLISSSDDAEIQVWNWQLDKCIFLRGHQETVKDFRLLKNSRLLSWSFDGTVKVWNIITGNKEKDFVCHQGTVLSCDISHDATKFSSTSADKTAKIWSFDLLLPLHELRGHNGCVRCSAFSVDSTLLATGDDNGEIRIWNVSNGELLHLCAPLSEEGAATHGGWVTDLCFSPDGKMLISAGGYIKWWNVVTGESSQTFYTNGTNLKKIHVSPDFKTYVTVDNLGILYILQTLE
#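 Assay system: Apoptosome proteins | Medium: pH 7.5 Hepes buffer with CHAPS, BSA, DTT | Also added: Cytochrome c and DEVD-Rh110 substrate | Times: 30 min plus 50 min, RT | Detection: Rhodamine 110 fluorescence at Ex 480/Em 540 nm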
# mIAP block: mouse IAP inhibition | purified mouse IAP, CDP-Star luminescence, 30 min | inhibition, % at 10 µM | 330,000 compounds, 0.2% hits | AID 2806;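 active = inhibition of at least 40% at 10 µM in the primary screen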;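 also: plate controls were DMSO with enzyme for no effect and no enzyme wells for full effect; values of inactives mirror those of a sister screen read the other way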
# TIM10 inh: TIM10 yeast growth inhibition; S. cerevisiae TIM10 strain growth, BacTiter-Glo luminescence, 24 h; 330,000 compounds, 1.4% hits; inhibition, % at 10 µM;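 active = inhibition of 40% or more at the single tested concentration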;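 also: wild-type TIM10 isogenic control strain grown at permissive 25 °C; 0% = DMSO yeast wells and 100% = minimal medium wells without yeast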
# The depositor's hits bear a star.
SMILES,ATG4B inhibitor,tim10-1 inh,NALP3 yeast inh,mIAP activ,hIAP act,hIAP block,Apaf-1 inh,mIAP block,TIM10 inh
COc1ccc(-c2cc(C(=O)N3CCOCC3)c3ccccc3n2)cc1OC,7.2,15.0,-5.5,0.939,0.812,18.8,3.2,6.1,11.1
COc1ccc(Cl)cc1NC(=O)C(C)Sc1n[nH]c(N)n1 (centres undefined),-7.8,-15.2,12.5,0.998,0.948,5.2,3.0,0.2,0.2
Cc1ccccc1OCC(=O)NCCCNC(=O)c1cccnc1,-10.4,19.5,7.4,1.03,1.13,-12.8,3.4,-3.1,-19.2
Cc1ccc2c(c1)C1NC(=S)NC(C)(O2)C1C(=O)Nc1ccc(Cl)cc1 (centres undefined),4.7,10.6,7.1,2.02*,0.972,2.8,7.2,-102.4,-13.4
CNC(=O)C1(CC(C)C)C=CCN1C(C)=O (centres undefined),-9.9,-1.7,10.8,1.04,1.05,-4.7,-10.8,-4.3,-3.6
Cc1ccc(S(=O)(=O)c2c(N)n(Cc3ccco3)c3nc4ccccc4nc23)cc1C,-6.6,36.7,10.4,0.954,1.15,-14.7,14.8,4.6,7.1
CN(C1CCCCC1)S(=O)(=O)c1ccc(NC(=O)C2CCCCC2)cc1,1.1,38.9,21.4,1.6,1,-0.2,14.5,-60.0,10.4
Nc1ncnc2c1ncn2C1OC(CO)C(O)C1N (centres undefined),-3.5,1.5,11.4,1.01,0.97,3.0,5.3,-0.7,0.7
CC(C)(CO)CNC(=O)CC1C(=O)NCCN1CC(c1ccccc1)c1ccccc1 (centres undefined),7.2,31.5,-11.8,1.04,1.12,-12.3,5.2,-3.8,-5.1
CCOC(=O)C1(CCc2ccccc2)CCN(C(=O)CCn2cncn2)CC1,-2.1,15.1,18.7,0.987,0.929,7.1,-3.5,1.3,8.7
CN(C(=O)CSc1nnc(-c2ccc(Cl)cc2)n1C)C1CCS(=O)(=O)C1 (centres undefined),-7.4,-2.7,11.1,0.939,0.892,10.8,-8.2,6.1,-3.1
Cc1cc(N2C(=O)C(O)=C(C(=O)c3ccc(C)o3)C2c2ccc([N+](=O)[O-])cc2)no1 (centres undefined),-7.1,25.3,18.8,1.02,0.984,1.6,-4.4,-2.1,4.6
Cc1ccc(-c2ccc(/C=N/NC(=O)CN3CCOCC3)o2)cc1[N+](=O)[O-],-2.6,-12.5,3.7,0.877,1.05,-5.1,73.9*,12.3,13.2
O=C(Nc1ccc(F)cc1F)c1cc(-c2ccc3c(c2)OCO3)on1,-4.9,0.7,3.9,0.993,1.07,-7.4,-0.6,0.7,-13.3
COc1ccc(S(=O)(=O)N2CCCCC2)cc1NC(=O)C1CCCC1,-1.9,5.9,9.8,1.01,1.09,-8.9,-11.6,-0.6,-4.3
O=C(N/N=C/c1ccc(O)cc1O)/C(=C/c1ccccc1)CCO,-6.4,0.8,10.0,1.05,0.93,7.0,-18.8,-4.7,-6.9
O=C(COc1ccc(Cl)cc1)N1CCN(C(=O)c2cccc(F)c2)CC1,-6.5,-5.1,-2.3,0.984,0.889,11.1,1.4,1.6,-12.1
Cc1cccc(N(C2C=CS(=O)(=O)C2)S(=O)(=O)c2ccccc2)c1 (centres undefined),-11.2,10.0,19.4,1.05,1.04,-4.3,5.3,-4.8,3.9
COc1ccc(CNS(=O)(=O)c2c(C(=O)N3CCCCC3)c(C)n(C)c2C)cc1,-2.9,24.9,24.6,0.917,1.1,-9.7,-7.7,8.3,-2.4
CCc1cc(C(=O)NNC(=S)NCC2CCCO2)cs1 (centres undefined),-3.3,11.9,7.4,0.941,0.92,8.0,-19.3,5.9,-3.2
CC(=O)NC(C(=O)OCC(=O)N(c1ccccc1)c1ccccc1)C(C)C (centres undefined),-7.7,5.4,11.3,1.03,1.03,-3.0,-16.9,-3.5,8.3
COc1cc(/C=C(/C#N)C(=O)NC(C)c2ccccc2)cc(OC)c1O (centres undefined),-3.4,32.7,16.6,0.945,0.865,13.5,6.8,5.5,10.3
FC(F)c1nnc2c(Cl)cc(C(F)(F)F)cn12,4.4,-4.4,-6.6,0.832,1.08,-8.5,-3.4,16.8,-11.6
CO/N=C/c1ccc(OC)c(Oc2nc(OC)cc(OC)n2)c1,-1.9,18.3,2.1,0.934,1.21,-20.9,-3.5,6.6,0.5
COc1cc2c(=O)n(CC3CCCO3)c(=O)n(CC(=O)Nc3ccccc3)c2cc1OC (centres undefined),-6.7,-7.1,-4.0,1.05,0.916,8.4,4.5,-4.8,8.1
O=C(Nc1cc(C(F)(F)F)ccc1N1CCCCC1)c1ccco1,-7.8,-0.1,-2.5,1.04,1.11,-11.4,-5.6,-4.4,-5.6
COc1ccc(Cc2nnc(NS(=O)(=O)c3ccccc3)s2)cc1,0.9,9.5,13.2,0.954,0.999,0.1,2.7,4.6,19.4
COc1cccc(CNC(=O)c2ccc(S(=O)(=O)N3CCOCC3)cc2)c1,-7.5,12.0,11.1,0.924,1.07,-7.5,2.4,7.6,-5.7
CC(C)CNC(=S)Nc1ccccc1F,7.8,10.2,3.6,1.03,1.04,-3.9,-9.9,-3.4,8.5
CCNC(=S)NNC(=O)c1csc2c1CCCC2,-5.6,12.7,0.1,0.899,1,-0.4,-9.1,10.1,-5.5
CCN(Cc1ccccc1)S(=O)(=O)c1csc(C(N)=O)c1,2.7,-9.0,9.0,0.95,0.92,8.0,8.1,5.0,6.1
COc1ccc(C(=O)CN2CCN(S(=O)(=O)c3cccc([N+](=O)[O-])c3)CC2)cc1OC,-16.8,9.3,-1.9,0.99,1.04,-3.7,-3.6,1.0,4.3
O=C(COC(=O)c1ncc(Cl)c(Cl)c1Cl)NC1CCCCCC1,3.4,42.8*,-0.7,1.06,1.13,-12.8,14.0,-6.5,11.2
CC(C)N1CCc2c(sc(NC(=O)c3ccc(S(=O)(=O)N4CCOCC4)cc3)c2C#N)C1,3.8,-14.6,11.7,1.26,0.722,27.8,9.1,-26.1,9.5
CC(C)[C@H](NC(=O)c1ccco1)C(=O)OCc1cc(=O)n2c(n1)sc1ccccc12,-7.1,-10.0,0.3,0.889,0.935,6.5,2.7,11.1,-2.7
Oc1ccc(O)c(Cc2nc3ccccc3[nH]2)c1,-6.2,-21.1,20.6,0.857,0.934,6.6,-2.7,14.3,-10.1
COc1cccc(CC2(CO)CCCN(Cc3ccc4c(c3)OCCO4)C2)c1 (centres undefined),-3.3,8.4,7.8,1.07,1.08,-8.5,-18.8,-6.6,-5.6
CCOc1cc2[nH]c(=O)n(Cc3ccc(C(=O)NCCOC)cc3)c(=O)c2cc1OCC,0.9,-14.3,-3.1,1.04,0.898,10.2,2.6,-3.7,4.2
CCOc1cc(C(=O)O/N=C(\N)c2ccccn2)cc(OCC)c1OCC,-3.0,31.1,18.5,0.947,1.26,-25.7,9.2,5.3,39.3
Cc1ccc(S(=O)(=O)N2c3ccccc3-c3c(ssc3=S)C2(C)C)cc1,1.1,18.8,46.6,0.81,1.2,-19.9,2.1,19.0,6.0
CCCCN1CC(=O)N2[C@H]3c4ccc(OC)cc4OC[C@@H]3[C@H](C(=O)OCC)[C@]2(C)C1=O,2.4,8.0,6.7,0.974,0.931,6.9,7.6,2.6,3.3
COC(=O)CCC(NC(=O)OCc1ccccc1)C(=O)NC(CC(C)C)C(=O)OC (centres undefined),0.3,8.4,-15.2,0.934,1.22,-21.7,6.5,6.6,-6.6
COc1cccc(N2CCN(c3ccc4nnc(CCC(=O)Nc5cc(C)ccn5)n4n3)CC2)c1,-10.6,9.4,10.3,0.973,1.12,-12.4,14.9,2.7,15.3
CCOc1ccccc1N/C(=C(/C(Cl)=C(Cl)Cl)[N+](=O)[O-])n1cncn1,6.0,14.8,4.5,0.845,1.16,-16.4,-19.5,15.5,17.4
Cc1ccccc1NC(=O)c1nc[nH]c1C(=O)NCc1ccccc1,3.1,14.1,-43.7,0.955,1.37,-37.1,20.0,4.5,8.6
O=C(Nc1ccc(Br)cc1)C1CCN(C(=O)c2ccco2)CC1,-5.1,0.1,-3.8,0.946,0.923,7.7,7.5,5.4,10.2
Cc1cc(C(=O)Nc2ccc(F)cc2F)on1,-4.5,-9.9,16.2,0.978,0.989,1.1,-7.3,2.2,3.2
O=S(=O)(Nc1cccc(-n2cnnn2)c1)c1ccccc1C(F)(F)F,-5.0,6.8,13.0,1.06,1.21,-21.4,3.7,-5.6,5.1
CCCCc1ccc(NC=C2C(=O)OC3(CCCCC3)OC2=O)cc1,-0.7,7.8,8.1,0.984,1,-0.2,16.5,1.6,5.0
CCC(C)NC(=O)COCc1cc(-c2ccc3c(c2)OCO3)on1 (centres undefined),-4.8,2.2,-19.6,0.986,0.946,5.4,2.3,1.4,16.8
# Continuation:
SMILES,ATG4B inhibitor,tim10-1 inh,NALP3 yeast inh,mIAP activ,hIAP act,hIAP block,Apaf-1 inh,mIAP block,TIM10 inh
CN1CCN(CCC(=O)Nc2ccc(F)c(F)c2)CC1,-10.6,9.3,21.6,1.05,1.17,-17.2,1.2,-5.3,2.6
O=C(N/N=C/c1c(F)c(F)c(F)c(F)c1F)c1cc(-c2ccccc2)nc2ccccc12,-1.3,3.6,17.6,0.95,0.9,10.0,6.6,5.0,5.2
Cc1c(C#N)c(NC(=O)c2ccccc2)n(Cc2ccccc2)c1C,-2.4,34.8,21.5,0.974,1.25,-24.6,8.4,2.6,6.4
CCOC(=O)C1CCCN(S(=O)(=O)c2ccc(OC)c3ccccc23)C1 (centres undefined),-7.1,36.3,2.7,0.991,0.764,23.6,14.3,0.9,29.5
C#CCN1C(=O)S/C(=C\c2cc3c(cc2OC)OCO3)C1=O,-12.8,9.6,7.7,0.896,0.859,14.1,-1.9,10.4,-3.7
CCOC(=O)CSc1ncnc2c1c(-c1ccccc1)cn2-c1ccc(OC)cc1,1.3,6.1,10.8,0.99,0.948,5.2,1.6,1.0,3.9
C[N+](C)(C)CCCCCCC(=O)/C=N/O,2.5,7.0,-2.3,0.934,1.04,-4.0,0.4,6.6,11.7
Cc1cccc(C)c1NC(=O)N1CCC(N2CCCCC2)CC1,1.9,-2.6,12.0,0.955,1.18,-18.2,-10.3,4.5,-0.2
Cc1ccc(C(=O)N(C)Cc2ccccc2)cc1S(=O)(=O)N1CCOCC1,-0.5,17.9,-0.3,1.06,0.964,3.6,-2.4,-6.5,7.2
CC(OC(=O)c1cc(=O)[nH]c2ccccc12)C(=O)NCc1ccccc1 (centres undefined),4.9,-0.4,15.0,0.97,0.93,7.0,1.0,3.0,8.2
Cc1nc(CS(=O)(=O)c2ccc(Cl)cc2)cc(N2CCOCC2)n1,1.6,16.5,16.9,0.993,1.27,-26.6,-15.6,0.7,2.0
